DT40 TDP1 CPT: qHTS for Inhibitors of human tyrosyl-DNA phosphodiesterase 1 (TDP1): qHTS in cells in presence of CPT; chicken DT40 Tdp1-/-;hTDP1 cells + 20 nM CPT, ATP luminescence, 48 h; Potency, µM (doses to about 46.2 µM), for the others: at the highest dose activity change, negative = growth inhibition, most hits filed as inhibitors; 420,000 tested, 12% active; further: nearly all actives have a fitted effect of over 55% in size
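Cell growth measured by CellTiter-Glo luminescence after a minimum 48 h, 37 C compound exposure with 20 nM CPT in Tdp1-knockout DT40 cells stably expressing hTDP1, seeded 400/well; qHTS titration format.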
TDP1 cell noCPT: qHTS for Inhibitors of human tyrosyl-DNA phosphodiesterase 1 (TDP1): qHTS in cells in absence of CPT; DT40 Tdp1-/- hTDP1 cells, no CPT, ATP luminescence, 48 h; Potency, µM (highest dose often 46.2 µM), without a hit: at the top dose activity change, negative = growth inhibition, hits mostly inhibitors; 420,000 tested, 15% active; further: nearly all actives have a fitted effect of over 55% in size
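Seeded 400 DT40-hTDP1 cells/well (vehicle DMSO, no 20 nM CPT); pinned compounds; ≥48 hr at 37 °C; CellTiter-Glo luminescence as viability measure.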
TDP1 block: qHTS Assay for Inhibitors of Tyrosyl-DNA Phosphodiesterase (TDP1); Potency, µM (doses to about 130 µM), for the others: top-dose activity change, negative = inhibition, actives largely listed as inhibitors; recombinant TDP1, AlphaScreen DNA substrate cleavage; 350,000 tested, 0.28% active; Tyrosyl-DNA phosphodiesterase 1 (Homo sapiens), Q9NUW8; further: nearly all actives have a fitted effect of over 40% in size
Target sequence (Q9NUW8 whole entry, looked up): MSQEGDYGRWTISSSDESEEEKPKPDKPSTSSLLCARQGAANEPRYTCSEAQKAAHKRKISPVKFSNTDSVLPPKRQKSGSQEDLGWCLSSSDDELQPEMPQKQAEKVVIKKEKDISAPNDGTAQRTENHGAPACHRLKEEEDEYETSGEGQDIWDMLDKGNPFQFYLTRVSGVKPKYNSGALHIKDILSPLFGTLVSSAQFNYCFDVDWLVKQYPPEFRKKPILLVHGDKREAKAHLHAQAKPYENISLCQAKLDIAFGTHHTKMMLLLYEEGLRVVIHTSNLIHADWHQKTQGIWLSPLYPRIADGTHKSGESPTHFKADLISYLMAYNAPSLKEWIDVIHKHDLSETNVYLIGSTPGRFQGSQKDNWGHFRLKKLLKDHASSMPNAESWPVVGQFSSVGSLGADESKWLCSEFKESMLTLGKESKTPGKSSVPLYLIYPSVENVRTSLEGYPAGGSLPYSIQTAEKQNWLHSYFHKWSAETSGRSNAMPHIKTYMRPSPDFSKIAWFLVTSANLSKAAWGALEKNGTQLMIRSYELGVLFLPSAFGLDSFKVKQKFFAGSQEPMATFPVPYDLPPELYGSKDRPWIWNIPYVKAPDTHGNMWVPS
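Tdp1 1 nM final; 15 min RT w/ cpd; substrate 15 nM, 5 min; beads 10 ug/ml, 10 min; AlphaScreen read. Neg ctrl: no enzyme.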
Numbers without * were called inactive; & = joins results of further samples; [ ] = dose if it differs, or a comment. The call rests on the fitted dose curve; in most records, active means well fitted curve in the direction sought with a large enough effect; inconclusive means small, poorly fitted or top-dose-only effect, or another doubt; inactive means no such curve, though single readings can be large; an effect the other way counts as inactive or inconclusive. On the % scale 0 is the no-effect control and ±100 the full control effect; potency means the concentration at half of the fitted maximal effect.

What do the screens show for `CC(C)(C)NC(=S)NC(=O)C12CC3CCC(CC(C3)C1)C2`?
DT40 TDP1 CPT: inconclusive; TDP1 cell noCPT: inconclusive; TDP1 block: 6%

What do the screens show for `CC(=Nc1ccccc1)C1=C(O)C(Cc2ccccc2)NC1=O` (configuration not stated)?
DT40 TDP1 CPT: 0.012µM*; TDP1 cell noCPT: 0.0058µM*

How did COc1ccc(OC)c(S(=O)(=O)NCc2cc(-c3ccccc3)no2)c1 do in these assays?
DT40 TDP1 CPT: -1%; TDP1 cell noCPT: 0%; TDP1 block: -1%

Results for COc1ccc(/C=C2\SC(N)=NC2=O)cc1 ?
DT40 TDP1 CPT: inconclusive; TDP1 cell noCPT: inconclusive; TDP1 block: 1%

Results for O=C(COCc1ccccc1)N[C@@H](Cc1ccc(O)cc1)C(=O)O ?
DT40 TDP1 CPT: -3%; TDP1 cell noCPT: -5%; TDP1 block: 4%

What do the screens show for `CCCCCOCC1CC(C/C(C)=N/Nc2nc(-c3ccccc3)cs2)C(=O)O1` (configuration not stated)?
DT40 TDP1 CPT: -5%; TDP1 cell noCPT: -9%; TDP1 block: 8%

What do the screens show for `COC(=O)CC1=NC(=O)CS1`?
DT40 TDP1 CPT: -3%; TDP1 cell noCPT: -9%; TDP1 block: 0%

What do the screens show for `N/C(=N\OC(=O)c1cccc([N+](=O)[O-])c1)c1cccnc1`?
DT40 TDP1 CPT: 6%; TDP1 cell noCPT: -20%; TDP1 block: 5%

What do the screens show for `Cc1cc(C(=O)Nc2ccon2)cs1`?
DT40 TDP1 CPT: -4%; TDP1 cell noCPT: -2%; TDP1 block: 3%

What do the screens show for `O=C(COC(=O)c1ccc(F)cc1F)NCCNC(=O)COC(=O)c1ccc(F)cc1F`?
DT40 TDP1 CPT: 6%; TDP1 cell noCPT: -1%; TDP1 block: 0%

How did CC(C)(C)c1ccc(C(=O)NNc2ncnc3c2cnn3-c2ccccc2)cc1 do in these assays?
DT40 TDP1 CPT: inconclusive; TDP1 cell noCPT: inconclusive; TDP1 block: 10%

Results for O=C(OCC(=O)c1c[nH]c2ccccc12)c1cc(S(=O)(=O)N2CCOCC2)ccc1F ?
DT40 TDP1 CPT: -15%; TDP1 cell noCPT: -24%; TDP1 block: 0%

What do the screens show for `O=C(OCC(=O)N1CCN(C(=O)c2ccco2)CC1)c1cc(-c2cccc(Br)c2)nc2ccccc12`?
DT40 TDP1 CPT: inconclusive; TDP1 cell noCPT: -19%; TDP1 block: 7%

What do the screens show for `Cc1cc([N+](=O)[O-])ccc1N1C(=O)c2ccc(C(=O)Nc3ccccc3C(=O)O)cc2C1=O`?
DT40 TDP1 CPT: 0%; TDP1 cell noCPT: 6%

Results for O=C(CSc1nc2ccc(NC(=O)CSc3nnnn3Cc3ccccc3)cc2s1)Nc1ccccc1 ?
DT40 TDP1 CPT: -17%; TDP1 cell noCPT: -22%; TDP1 block: 0%

Results for COc1ccc2c(c1)OC[C@H]1c3cc4c(cc3O[C@@H]21)OCO4 ?
DT40 TDP1 CPT: -31%[9.04 µM]; TDP1 cell noCPT: -15%[9.04 µM]; TDP1 block: 16%

How did CCCCNC(=O)CSc1nc(CCC)nc2ccccc12 do in these assays?
DT40 TDP1 CPT: 23µM*; TDP1 cell noCPT: 23µM*; TDP1 block: 5%

Results for CCC(C)[C@H](NC(=O)C1CCC(CNC(=O)[C@@H]2CCCN2C(=O)OC(C)(C)C)CC1)C(=O)O (some centres not stated) ?
DT40 TDP1 CPT: 24%; TDP1 cell noCPT: 1%

How did O=C(Nc1ccccc1Cl)c1cc(C2CCCN(S(=O)(=O)c3cccs3)C2)on1 (configuration not stated) do in these assays?
DT40 TDP1 CPT: -23%; TDP1 cell noCPT: -12%

What do the screens show for `CCOC(=O)C1=C(COC(=O)c2cccs2)NC(=O)NC1C` (configuration not stated)?
DT40 TDP1 CPT: 2%; TDP1 cell noCPT: 1%; TDP1 block: 0%

Results for Cc1cc(=O)n2[nH]c(NC(=O)c3cccc(Cl)c3)nc2n1 ?
DT40 TDP1 CPT: -1%; TDP1 cell noCPT: inconclusive; TDP1 block: 0%

What do the screens show for `CCOc1cc(OCC)cc(C(=O)Nc2cccnc2)c1`?
DT40 TDP1 CPT: -18%; TDP1 cell noCPT: -16%; TDP1 block: 0%

What do the screens show for `O=C(Cc1c(Cl)cccc1Cl)OCC(=O)c1ccc[nH]1`?
DT40 TDP1 CPT: inconclusive; TDP1 cell noCPT: inconclusive

Results for CCOC(=O)C1=C(c2ccccc2)O/C(=C(\C(=O)OC)C(F)(F)F)S1 ?
DT40 TDP1 CPT: -3%; TDP1 cell noCPT: -11%; TDP1 block: inconclusive

Results for CC(C)(C)c1ccc(OCCC(=O)OCC(=O)NC2CCS(=O)(=O)C2)cc1 (configuration not stated) ?
DT40 TDP1 CPT: inconclusive; TDP1 cell noCPT: inconclusive; TDP1 block: 5%

What do the screens show for `CCCN1CCc2c(sc3nc(SCC)n(-c4ccc(OC)cc4)c(=O)c23)C1`?
DT40 TDP1 CPT: inconclusive; TDP1 cell noCPT: 13µM*

How did Cc1ccc(CNC(=O)CCCn2c(=O)[nH]c3ccccc3c2=O)cc1 do in these assays?
DT40 TDP1 CPT: -3%; TDP1 cell noCPT: -5%; TDP1 block: 2%

What do the screens show for `O=C(Nc1ncc(Cc2cccc(Cl)c2Cl)s1)C1CCCO1` (configuration not stated)?
DT40 TDP1 CPT: -22%; TDP1 cell noCPT: inconclusive; TDP1 block: 5%

What do the screens show for `CCN(CC)S(=O)(=O)c1cc(C(=O)OC(C)C(=O)NCc2ccco2)ccc1C` (configuration not stated)?
DT40 TDP1 CPT: inconclusive; TDP1 cell noCPT: inconclusive; TDP1 block: 4%

Results for CCc1ccc(N(CC(=O)Nc2ccccc2C(=O)N2CCCC2)S(C)(=O)=O)cc1 ?
DT40 TDP1 CPT: 1%; TDP1 cell noCPT: 0%; TDP1 block: 1%

What do the screens show for `O=C(NCCc1ccc(Cl)cc1)c1nnc(Cc2ccc(Cl)cc2Cl)o1`?
DT40 TDP1 CPT: 2%; TDP1 cell noCPT: -18%; TDP1 block: 0%

What do the screens show for `O=C(c1ccc2c(=O)n(-c3ccccc3)c(=O)[nH]c2c1)N1CCN(Cc2cccs2)CC1`?
DT40 TDP1 CPT: inconclusive; TDP1 cell noCPT: inconclusive

How did Cc1ccc(NC(=O)c2ccccc2OCC(=O)Nc2ccccc2F)cc1S(=O)(=O)N(C)C do in these assays?
DT40 TDP1 CPT: 16µM*; TDP1 cell noCPT: 21µM*; TDP1 block: 3%

Results for Cc1cc(C)n2c(SCC(C)C)nnc2n1 ?
DT40 TDP1 CPT: 1%; TDP1 cell noCPT: -14%; TDP1 block: -8%

What do the screens show for `CCOc1ccccc1NC(=O)CSc1nnc(-c2cnccn2)n1C`?
DT40 TDP1 CPT: -15%; TDP1 cell noCPT: 27%; TDP1 block: 0%

How did O=C(NCCCN1CCOCC1)c1cccc(S(=O)(=O)Nc2ccccc2Cl)c1 do in these assays?
DT40 TDP1 CPT: -14%; TDP1 cell noCPT: 0%; TDP1 block: 3%

What do the screens show for `CCCc1cc(NCc2ccccn2)n2nc(C)c(-c3ccccc3)c2n1`?
DT40 TDP1 CPT: 0.58µM*; TDP1 cell noCPT: 0.92µM*; TDP1 block: 7%

How did O=C1CSC(=Nc2ccccc2)N1 do in these assays?
DT40 TDP1 CPT: 4%; TDP1 cell noCPT: 3%; TDP1 block: 1%

How did Cc1ccccc1OCC(=O)NCC1CCCO1 (configuration not stated) do in these assays?
DT40 TDP1 CPT: 0%; TDP1 cell noCPT: -8%; TDP1 block: 6%

How did COc1ccc(CCNC(=O)c2cc3c(=O)n4ccccc4nc3n(CC3CCCO3)c2=N)cc1OC (configuration not stated) do in these assays?
DT40 TDP1 CPT: 21µM*; TDP1 cell noCPT: inconclusive

What do the screens show for `Cc1ccc(Nc2ncnc3sc(C)c(C)c23)cc1C`?
DT40 TDP1 CPT: -28%; TDP1 cell noCPT: inconclusive; TDP1 block: 3%

How did COc1cccc(CNC(=O)CCNC(=O)c2ccc(Br)o2)c1 do in these assays?
DT40 TDP1 CPT: inconclusive; TDP1 cell noCPT: -16%; TDP1 block: 1%

Results for COc1ccc(-c2cc(C(=O)N3CCN(C(c4ccccc4)c4ccccc4)CC3)no2)cc1 ?
DT40 TDP1 CPT: 23µM*; TDP1 cell noCPT: inconclusive; TDP1 block: 5%

What do the screens show for `O=C(Nc1cccc(-c2nc3cccnc3s2)c1)c1cccc(Br)c1`?
DT40 TDP1 CPT: 8.2µM*; TDP1 cell noCPT: 8.2µM*; TDP1 block: -3%

How did CCCCOc1ccc(/C=C/C(=O)OCC(=O)N2CC(=O)Nc3ccccc32)cc1OCC do in these assays?
DT40 TDP1 CPT: inconclusive; TDP1 cell noCPT: inconclusive; TDP1 block: 3%

What do the screens show for `CCOC(=O)CN1CC23C=CC(O2)C(C(=O)O)C3C1=O` (configuration not stated)?
DT40 TDP1 CPT: 3%; TDP1 cell noCPT: -2%; TDP1 block: 2%

What do the screens show for `CC(=O)c1ccc(NC(=S)NCC(c2ccco2)N2CCCC2)cc1` (configuration not stated)?
DT40 TDP1 CPT: 2%; TDP1 cell noCPT: 15%; TDP1 block: 6%

What do the screens show for `Cc1ccc(NC(=O)c2sc(C)nc2C)c(C)c1`?
DT40 TDP1 CPT: -14%; TDP1 cell noCPT: 1%

How did Cc1c(O)nc(SC2CC(=O)N(c3ccccc3)C2=O)[nH]c1=O (configuration not stated) do in these assays?
DT40 TDP1 CPT: -4%; TDP1 cell noCPT: -4%; TDP1 block: 1%

Results for CCCCN(CCCC)CCNC(=O)c1cn(CC)c2ccc(S(=O)(=O)N(C)C3CCCCC3)cc2c1=O ?
DT40 TDP1 CPT: 4.6µM*; TDP1 cell noCPT: 6.5µM*; TDP1 block: 3%&-5%

What do the screens show for `CSc1ccc(CN2CCSCC2)cc1`?
DT40 TDP1 CPT: -1%; TDP1 cell noCPT: -4%

What do the screens show for `CCN(Cc1ccccc1)C(=O)c1cc2c(OC)c(OC)c(OC)cc2[nH]1`?
DT40 TDP1 CPT: inconclusive; TDP1 cell noCPT: inconclusive

How did COc1ccc(-n2c(=O)c(-c3cccs3)nc3cnc(N(C)C)nc32)cc1 do in these assays?
DT40 TDP1 CPT: -20%; TDP1 cell noCPT: -4%

What do the screens show for `COC(=O)c1c(NS(=O)(=O)c2ccc(C)cc2)sc2c1CCC(C)C2` (configuration not stated)?
DT40 TDP1 CPT: -13%; TDP1 cell noCPT: -10%; TDP1 block: -5%

Ordered by molar mass (ascending): some entries from above.
What do the screens show for `CSc1ccc(CN2CCSCC2)cc1`?
DT40 TDP1 CPT: -1%; TDP1 cell noCPT: -4%

What do the screens show for `Cc1ccc(NC(=O)c2sc(C)nc2C)c(C)c1`?
DT40 TDP1 CPT: -14%; TDP1 cell noCPT: 1%

What do the screens show for `Cc1ccc(Nc2ncnc3sc(C)c(C)c23)cc1C`?
DT40 TDP1 CPT: -28%; TDP1 cell noCPT: inconclusive; TDP1 block: 3%

How did Cc1c(O)nc(SC2CC(=O)N(c3ccccc3)C2=O)[nH]c1=O (configuration not stated) do in these assays?
DT40 TDP1 CPT: -4%; TDP1 cell noCPT: -4%; TDP1 block: 1%

What do the screens show for `CC(=O)c1ccc(NC(=S)NCC(c2ccco2)N2CCCC2)cc1` (configuration not stated)?
DT40 TDP1 CPT: 2%; TDP1 cell noCPT: 15%; TDP1 block: 6%

What do the screens show for `CCN(Cc1ccccc1)C(=O)c1cc2c(OC)c(OC)c(OC)cc2[nH]1`?
DT40 TDP1 CPT: inconclusive; TDP1 cell noCPT: inconclusive

How did COc1ccc(-n2c(=O)c(-c3cccs3)nc3cnc(N(C)C)nc32)cc1 do in these assays?
DT40 TDP1 CPT: -20%; TDP1 cell noCPT: -4%

What do the screens show for `COC(=O)c1c(NS(=O)(=O)c2ccc(C)cc2)sc2c1CCC(C)C2` (configuration not stated)?
DT40 TDP1 CPT: -13%; TDP1 cell noCPT: -10%; TDP1 block: -5%

What do the screens show for `O=C(Nc1cccc(-c2nc3cccnc3s2)c1)c1cccc(Br)c1`?
DT40 TDP1 CPT: 8.2µM*; TDP1 cell noCPT: 8.2µM*; TDP1 block: -3%

How did CCCCOc1ccc(/C=C/C(=O)OCC(=O)N2CC(=O)Nc3ccccc32)cc1OCC do in these assays?
DT40 TDP1 CPT: inconclusive; TDP1 cell noCPT: inconclusive; TDP1 block: 3%

Results for CCCCN(CCCC)CCNC(=O)c1cn(CC)c2ccc(S(=O)(=O)N(C)C3CCCCC3)cc2c1=O ?
DT40 TDP1 CPT: 4.6µM*; TDP1 cell noCPT: 6.5µM*; TDP1 block: 3%&-5%

From PubChem
